Assay outcomes deposited in PubChem BioAssay by several laboratories.
MCL1-BIM inh – inhibitors of MCL1 binding to BIM-BH3, primary screen, biochemical, fluorescence polarization; GST-MCL1 / FITC-Bim-BH3 fluorescence polarization; inhibition, % at 10.9 µM; 320,000 compounds, 0.68% hits; AID 2057, 2009;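 active = inhibition above the mean inhibition of all tested compounds plus 3 SD, set per campaign, cut at about 40% in these data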;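 also: 0% = DMSO wells and 100% = unlabeled Bim-BH3 peptide control; higher means more loss of mP so more displacement of Bim peptide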
EBNA-1 inh – EBNA-1 DNA-binding inhibitors, primary screen, biochemical, fluorescence polarization; inhibition, % at 14.8 µM; 300,000 compounds, 0.34% hits; in the data active = inhibition above about 28%
GLD-1 TGE inh – GLD-1/TGE RNA complex disruptors, primary screen, biochemical, fluorescence polarization; AID 2280, 2010; purified GLD-1 + fluorescein TGE RNA; 320,000 compounds, 0.44% hits; inhibition, % at 5.96 µM;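 active = percent inhibition above a per-plate cutoff, the plate mean of test compounds plus 3 SD, cut at about 30% in these data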;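 also: 0% = DMSO wells with GLD-1 and probe and 100% = wells lacking GLD-1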
Target sequence (Q17339 whole entry, looked up): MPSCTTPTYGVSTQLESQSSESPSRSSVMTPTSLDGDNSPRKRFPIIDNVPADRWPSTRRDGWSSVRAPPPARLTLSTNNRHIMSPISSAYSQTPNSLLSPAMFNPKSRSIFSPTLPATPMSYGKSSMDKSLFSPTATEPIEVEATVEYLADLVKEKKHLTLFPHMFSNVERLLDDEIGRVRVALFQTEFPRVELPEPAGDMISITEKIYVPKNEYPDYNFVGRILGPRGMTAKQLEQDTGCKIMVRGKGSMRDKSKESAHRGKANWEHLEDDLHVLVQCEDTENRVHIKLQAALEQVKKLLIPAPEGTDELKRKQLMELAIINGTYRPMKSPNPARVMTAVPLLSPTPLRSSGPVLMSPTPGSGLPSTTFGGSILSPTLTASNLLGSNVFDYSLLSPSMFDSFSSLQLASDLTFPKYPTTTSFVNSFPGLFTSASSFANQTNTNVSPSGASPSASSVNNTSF
Efflux pump inh – inhibitors of Candida efflux pumps in yeast, primary screen, S. cerevisiae, Nile Red, multiplex; 330,000 compounds, 0.44% hits; S. cerevisiae Candida pump triplex; inhibition, % at 10 µM;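 active = plate passing quality check with inhibition over a set limit, or well fluorescence over plate mean plus 4 SD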;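 also: Nile Red retained in pooled yeast measured as flow cytometry median fluorescence; 0% = buffer negative control and 100% = Enniatin B positive control; higher means more Nile Red kept so more efflux inhibition; some compounds called inactive have numbers as strong as hits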
Fam108B counter – mouse Fam108B serine hydrolase inhibitors, primary screen, counter-screen for RBBP9 inhibitor project, biochemical, fluorescence polarization. recombinant Fam108B, FP-Rh probe fluorescence polarization. inhibition, % at 9.51 µM. 300,000 compounds, 0.33% hits;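 active = inhibition above the screen mean inhibition plus 3 SD, computed separately per campaign, cut at about 18% in these data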;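 also: inhibitors lower polarization as less probe binds the enzyme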
MEX-5 binding – MEX-5 zinc finger RNA-binding disruptors – biochemical, C. elegans, fluorescence polarization, MLPCN library, primary screen; Zinc finger protein mex-5 (Caenorhabditis elegans), Q9XUB2; MEX-5/FITC-TCR2 RNA binding; active compounds read low; activity score (negative = inhibition of binding), % at 10 µM; 300,000 compounds, 0.38% hits; AID 1832, 2009;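 active = inhibition past about -25% in most replicates, and total fluorescence under double the plate's negative control median, limit read from the data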;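 also: 0% = DMSO and -100% = 5 µM competing unlabeled TCR2 RNA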
Yeast superoxide – reduction of superoxide in aged yeast, primary screen, HTS; S. cerevisiae aged cells, superoxide DHE fluorescence; active compounds read low; superoxide response (% of plate mean), % at 10 µM; 330,000 compounds, 0.18% hits;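 active = superoxide response under a set limit, about three screen SD below normal, cut at about 65% in these data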;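 also: yeast aged for seven days with compound at 30 °C before DHE staining; 100% = average MFI of all compound-treated wells on the plate with controls excluded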
ZTA counter – counter-screen for EBNA-1 inhibitors: inhibitors of Epstein-Barr virus ZTA; 320,000 compounds, 0.15% hits; P03206; ZTA-DNA binding, fluorescence polarization; AID 2234; inhibition, % at 11 µM; in the data active = inhibition above about 33%
Target sequence (P03206 whole entry, looked up): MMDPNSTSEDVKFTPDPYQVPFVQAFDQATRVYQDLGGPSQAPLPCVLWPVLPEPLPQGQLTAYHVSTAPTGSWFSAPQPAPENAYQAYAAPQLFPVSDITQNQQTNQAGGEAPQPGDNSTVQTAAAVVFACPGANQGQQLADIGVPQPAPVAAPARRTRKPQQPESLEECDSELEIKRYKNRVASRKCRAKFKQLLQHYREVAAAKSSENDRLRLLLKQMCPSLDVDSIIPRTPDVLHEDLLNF
BCLXL inh – inhibitors of human Bcl-xL, primary screen, biochemical, fluorescence polarization, HTS; Bcl-2-like protein 1 (Homo sapiens), Q07817; GST-Bcl-xL / FITC-Bim BH3 peptide fluorescence polarization; inhibition, % at 10.9 µM; 320,000 compounds, 0.7% hits; AID 2129, 2009;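 active = inhibition above the mean of all tested compounds plus 3 SD, cutoff set per campaign, cut at about 30% in these data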;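 also: 0% = DMSO wells and 100% = unlabeled Bim-BH3 peptide competitor; inhibitors lower millipolarization by displacing the labeled peptide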
Target sequence (Q07817 whole entry, looked up): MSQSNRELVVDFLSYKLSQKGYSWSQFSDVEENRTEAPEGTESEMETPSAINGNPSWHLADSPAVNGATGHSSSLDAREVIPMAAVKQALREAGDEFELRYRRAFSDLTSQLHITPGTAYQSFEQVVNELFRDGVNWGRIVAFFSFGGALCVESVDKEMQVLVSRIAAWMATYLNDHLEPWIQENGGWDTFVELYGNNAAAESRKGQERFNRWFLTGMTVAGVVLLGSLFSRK
Active calls of the source: *.

COc1ccccc1NC(=S)NC(=O)CCc1ccccc1 was read as MCL1-BIM inh 9.8, EBNA-1 inh 5.3, GLD-1 TGE inh 9.0, Efflux pump inh -0.2, Fam108B counter -6.1, MEX-5 binding 1.6, Yeast superoxide 90.8, ZTA counter -8.9 and BCLXL inh 2.0.
Screening COCCNC(=O)c1onc(CS(=O)(=O)c2cc(C)cc(C)c2)c1C(=O)NCCOC returned MCL1-BIM inh 8.1, EBNA-1 inh 9.4, GLD-1 TGE inh 3.4, Fam108B counter -3.0, MEX-5 binding 0.6, ZTA counter -4.6 and BCLXL inh 3.2.
For O=C(O)c1cc(NCc2c(F)cccc2Cl)ccc1N1CCOCC1 the results were MCL1-BIM inh 7.8, EBNA-1 inh -3.2, GLD-1 TGE inh 0.5, Efflux pump inh -0.3, Fam108B counter 6.6, MEX-5 binding 2.8, Yeast superoxide 112.2, ZTA counter 11.6 and BCLXL inh 4.2.
Screening CC(C)c1ccc(N)c(S(=O)(=O)O)c1 returned MCL1-BIM inh 5.5, EBNA-1 inh -1.2, GLD-1 TGE inh -0.6, Efflux pump inh 0.0, Fam108B counter 0.6, MEX-5 binding -4.5, Yeast superoxide 109.6, ZTA counter 5.0 and BCLXL inh 6.3.
Screening Cc1ccc(CCNC(=O)C2CCCN(S(C)(=O)=O)C2)cc1 (stereo not drawn) returned MCL1-BIM inh 5.5, EBNA-1 inh -2.9, GLD-1 TGE inh -1.9, Efflux pump inh -0.1, Fam108B counter 0.3, MEX-5 binding -2.7, Yeast superoxide 95.7, ZTA counter -14.3 and BCLXL inh 3.3.
For Cc1ccc(N2CC(O)(c3cccs3)[N+]3=C2CCCC3)cc1 (stereo not drawn) the results were MCL1-BIM inh 7.3, EBNA-1 inh -1.0, GLD-1 TGE inh 0.4, Efflux pump inh 0.3, Fam108B counter -1.1, MEX-5 binding -0.7, Yeast superoxide 102.0, ZTA counter -6.1 and BCLXL inh 2.9.
Screening COc1ccc(Cn2c(CCC(=O)Nc3ccccc3OC)nc3cccnc32)cc1 returned MCL1-BIM inh 4.3, EBNA-1 inh 0.2, GLD-1 TGE inh -0.6, Efflux pump inh 0.1, Fam108B counter 2.2, MEX-5 binding 2.0, Yeast superoxide 79.9, ZTA counter -5.0 and BCLXL inh 9.1.
Screening COc1ccc(C(=O)NCCSc2ccccn2)cc1 returned MCL1-BIM inh -3.3, EBNA-1 inh 4.0, GLD-1 TGE inh -7.3, Efflux pump inh 0.0, Fam108B counter 0.7, MEX-5 binding 0.7, Yeast superoxide 109.7, ZTA counter 6.3 and BCLXL inh -3.1.
`Cc1ccc(C(=O)N2CCCCCC2)cc1S(=O)(=O)N1CCOCC1` gave MCL1-BIM inh -2.7, EBNA-1 inh -5.2, GLD-1 TGE inh 0.4, Efflux pump inh 0.0, Fam108B counter -4.2, MEX-5 binding 2.0, Yeast superoxide 100.3, ZTA counter 2.6 and BCLXL inh -1.7.
`CCOC(=O)c1oc2ccccc2c1CN1CC(C)OC(C)C1` (stereo not drawn) gave MCL1-BIM inh 6.7, EBNA-1 inh 0.9, GLD-1 TGE inh -3.4, Efflux pump inh -0.1, Fam108B counter -0.8, MEX-5 binding -0.7, Yeast superoxide 103.3, ZTA counter 11.0 and BCLXL inh 4.3.
For Cc1nc2sc(C(c3ccco3)N3CCC(C)CC3)c(O)n2n1 (stereo not drawn) the results were MCL1-BIM inh 0.4, EBNA-1 inh 0.1, GLD-1 TGE inh 6.0, Efflux pump inh -0.3, Fam108B counter -3.3, MEX-5 binding -3.6, Yeast superoxide 86.2, ZTA counter -3.8 and BCLXL inh 3.5.
Screening O=C(NC1CCCCC1)c1cc(-c2ccco2)on1 returned MCL1-BIM inh 6.6, EBNA-1 inh 1.2, GLD-1 TGE inh 2.9, Efflux pump inh 0.0, Fam108B counter 3.2, MEX-5 binding -0.1, Yeast superoxide 98.4, ZTA counter 0.8 and BCLXL inh 6.5.
For O=C(CCc1nnc(CCCCc2ccccc2)o1)NCCN1CCOC1=O the results were MCL1-BIM inh -6.8, EBNA-1 inh 2.9, GLD-1 TGE inh 0.2, Efflux pump inh 0.2, Fam108B counter 6.5, MEX-5 binding 1.2, Yeast superoxide 96.0, ZTA counter -0.6 and BCLXL inh -8.6.
`CCCCNC(=O)CCC(=O)Nc1ccc2nc(N3CCOCC3)cc(C)c2c1` gave MCL1-BIM inh -3.2, EBNA-1 inh 8.6, GLD-1 TGE inh -3.6, Efflux pump inh 0.1, Fam108B counter -2.9, MEX-5 binding 1.4, Yeast superoxide 99.0, ZTA counter -11.5 and BCLXL inh -1.5.
COCCCN1C(=O)N(c2ccc(F)cc2)C(=O)C1CC(=O)Nc1ccc(OC)cc1 (stereo not drawn) was read as MCL1-BIM inh -5.7, EBNA-1 inh 5.6, GLD-1 TGE inh 1.9, Efflux pump inh -0.3, Fam108B counter 0.1, MEX-5 binding -1.3, Yeast superoxide 112.9, ZTA counter -11.9 and BCLXL inh -5.3.
For Cc1c(C(=O)O)oc2ccc(S(=O)(=O)NCc3ccccc3)cc12 the results were MCL1-BIM inh 2.4, EBNA-1 inh -8.9, GLD-1 TGE inh 1.8, Efflux pump inh -0.2, Fam108B counter 0.7, MEX-5 binding 2.5, Yeast superoxide 88.6, ZTA counter -2.3 and BCLXL inh 0.4.
`NC(=O)C1CCCN(C(=O)c2ccc(S(=O)(=O)N3CCCCCC3)cc2)C1` (stereo not drawn) gave MCL1-BIM inh -1.3, GLD-1 TGE inh 0.6, Efflux pump inh 0.0, Yeast superoxide 90.0, ZTA counter -5.3 and BCLXL inh 3.8.
For CC(C)NC(=O)COC(=O)c1cc(=O)[nH]c2ccccc12 the results were MCL1-BIM inh -10.4, EBNA-1 inh 0.2, GLD-1 TGE inh 7.1, Efflux pump inh 0.0, Fam108B counter -0.6, MEX-5 binding 1.4, Yeast superoxide 94.4, ZTA counter 4.6 and BCLXL inh -6.0.
Screening N#Cc1ccc(-c2cn(-c3ccccc3)c3[n+]2CCCS3)cc1 returned MCL1-BIM inh -6.7, EBNA-1 inh -4.6, GLD-1 TGE inh -5.8, Efflux pump inh 0.2, Fam108B counter -2.9, MEX-5 binding 2.3, Yeast superoxide 93.3, ZTA counter -1.4 and BCLXL inh 4.3.
`CNC(=O)CSc1nnc(-c2ccco2)n1-c1cc(C)ccc1C` gave MCL1-BIM inh 9.5, EBNA-1 inh 3.1, GLD-1 TGE inh 1.0, Efflux pump inh 0.0, Fam108B counter 0.4, MEX-5 binding 0.5, Yeast superoxide 98.3, ZTA counter 0.7 and BCLXL inh 5.9.
`N/C(CCCN1CCCCC1)=N/O` gave MCL1-BIM inh 3.6, EBNA-1 inh -4.5, GLD-1 TGE inh -3.7, Efflux pump inh 0.0, Fam108B counter 1.9, MEX-5 binding 0.7, Yeast superoxide 114.2, ZTA counter -13.4 and BCLXL inh 1.4.
`CCOC(=O)CC1=C(C(=O)OCC)C(c2cc(OC)c(OC)cc2OC)C(C#N)=C(N)O1` (stereo not drawn) gave MCL1-BIM inh 5.7, EBNA-1 inh 9.2, GLD-1 TGE inh -0.9, Efflux pump inh 0.1, Fam108B counter 2.0, MEX-5 binding -4.5, Yeast superoxide 79.2, ZTA counter -12.2 and BCLXL inh 13.2.
COC(=O)CNC(=O)CNC(=O)Nc1ccccc1Cl was read as MCL1-BIM inh -2.1, EBNA-1 inh 5.8, GLD-1 TGE inh 8.3, Efflux pump inh -0.4, Fam108B counter 1.4, MEX-5 binding 1.5, Yeast superoxide 109.9, ZTA counter -6.0 and BCLXL inh 1.1.
For Cc1ccccc1-c1nc(CS(=O)(=O)CC(=O)N2CCCCC2)c(C)o1 the results were MCL1-BIM inh 6.4, EBNA-1 inh -2.5, GLD-1 TGE inh 4.4, Efflux pump inh 0.1, Fam108B counter 0.4, MEX-5 binding -1.5, Yeast superoxide 99.1, ZTA counter 8.7 and BCLXL inh 5.8.
Cn1c(=O)n(Cc2ccccc2Cl)c2ccccc21 was read as MCL1-BIM inh 8.4, EBNA-1 inh -2.1, GLD-1 TGE inh 0.7, Efflux pump inh 0.2, Fam108B counter 0.3, MEX-5 binding -1.4, Yeast superoxide 101.7, ZTA counter -2.6 and BCLXL inh 4.5.
For Nc1cc(C(Cl)=C(Cl)Cl)c(S(N)(=O)=O)cc1S(N)(=O)=O the results were MCL1-BIM inh 2.4, EBNA-1 inh 10.0, GLD-1 TGE inh -2.9, Efflux pump inh -0.1, Fam108B counter -6.8, Yeast superoxide 93.9, ZTA counter 24.5 and BCLXL inh 5.9.
For CCOc1ccc(S(=O)(=O)N2CCOCC2)cc1NC(=O)CN1C(=O)NC(CC)(c2ccccc2)C1=O (stereo not drawn) the results were MCL1-BIM inh -6.3, EBNA-1 inh 3.6, GLD-1 TGE inh 1.1, Efflux pump inh -0.1, Fam108B counter -2.0, MEX-5 binding -0.6, Yeast superoxide 89.0, ZTA counter 1.8 and BCLXL inh -2.4.
Screening Cc1cc(S(=O)(=O)N(Cc2ccccc2F)C2CC2)ccc1-n1cnnn1 returned MCL1-BIM inh 5.0, EBNA-1 inh -14.1, GLD-1 TGE inh 1.2, Efflux pump inh 0.1, Fam108B counter -0.2, MEX-5 binding 0.6, Yeast superoxide 111.6, ZTA counter -5.2 and BCLXL inh 3.6.
Screening CC(O/N=C/c1ccc(OC(F)F)cc1)C(=O)Nc1cccc(S(=O)(=O)N2CCOCC2)c1 (stereo not drawn) returned MCL1-BIM inh 6.1, EBNA-1 inh 7.9, GLD-1 TGE inh -0.2, Efflux pump inh 0.0, Fam108B counter -2.5, Yeast superoxide 118.5, ZTA counter 9.2 and BCLXL inh 5.7.
Screening CCN(CC)C(=O)CSc1nc2ccc(NC(=O)CSc3nnc(N)s3)cc2s1 returned MCL1-BIM inh 10.2, EBNA-1 inh 0.1, GLD-1 TGE inh -2.4, Efflux pump inh 0.0, Fam108B counter -2.3, MEX-5 binding 0.2, Yeast superoxide 100.2, ZTA counter 5.5 and BCLXL inh 2.3.
Cc1nc2ccc(C(=O)N/N=C/c3ccc(O)cc3)cc2[nH]1 was read as MCL1-BIM inh 5.7, EBNA-1 inh -12.1, GLD-1 TGE inh -3.2, Efflux pump inh 0.0, Fam108B counter 1.9, MEX-5 binding -1.3, Yeast superoxide 91.0, ZTA counter -12.8 and BCLXL inh 3.8.
For Nc1c(C(=O)N/N=C/c2ccc(OCc3ccccc3)cc2)cnn1-c1ccccc1 the results were MCL1-BIM inh 0.7, EBNA-1 inh 9.1, GLD-1 TGE inh 3.2, Efflux pump inh 0.1, Fam108B counter -1.9, MEX-5 binding 3.4, Yeast superoxide 106.4, ZTA counter -9.4 and BCLXL inh 3.4.
`CC(OC(=O)C1CCCC1)C(=O)Nc1ncc(Cl)cc1Cl` (stereo not drawn) gave MCL1-BIM inh 4.0, GLD-1 TGE inh 4.4, Efflux pump inh -0.1, Yeast superoxide 88.2, ZTA counter 9.6 and BCLXL inh 1.2.

Hits appear at their usual frequency; overall some 2.3% were active at least once.
